NSD2 inh – blocks human histone methyltransferase NSD2 | hit rate 0.54% among 310,000 | NSD2 peptide methylation, AlphaScreen, 120 min | inhibition, % at 12.5 µM; in the data active = inhibition above about 50%
Target sequence (O96028 whole entry, looked up): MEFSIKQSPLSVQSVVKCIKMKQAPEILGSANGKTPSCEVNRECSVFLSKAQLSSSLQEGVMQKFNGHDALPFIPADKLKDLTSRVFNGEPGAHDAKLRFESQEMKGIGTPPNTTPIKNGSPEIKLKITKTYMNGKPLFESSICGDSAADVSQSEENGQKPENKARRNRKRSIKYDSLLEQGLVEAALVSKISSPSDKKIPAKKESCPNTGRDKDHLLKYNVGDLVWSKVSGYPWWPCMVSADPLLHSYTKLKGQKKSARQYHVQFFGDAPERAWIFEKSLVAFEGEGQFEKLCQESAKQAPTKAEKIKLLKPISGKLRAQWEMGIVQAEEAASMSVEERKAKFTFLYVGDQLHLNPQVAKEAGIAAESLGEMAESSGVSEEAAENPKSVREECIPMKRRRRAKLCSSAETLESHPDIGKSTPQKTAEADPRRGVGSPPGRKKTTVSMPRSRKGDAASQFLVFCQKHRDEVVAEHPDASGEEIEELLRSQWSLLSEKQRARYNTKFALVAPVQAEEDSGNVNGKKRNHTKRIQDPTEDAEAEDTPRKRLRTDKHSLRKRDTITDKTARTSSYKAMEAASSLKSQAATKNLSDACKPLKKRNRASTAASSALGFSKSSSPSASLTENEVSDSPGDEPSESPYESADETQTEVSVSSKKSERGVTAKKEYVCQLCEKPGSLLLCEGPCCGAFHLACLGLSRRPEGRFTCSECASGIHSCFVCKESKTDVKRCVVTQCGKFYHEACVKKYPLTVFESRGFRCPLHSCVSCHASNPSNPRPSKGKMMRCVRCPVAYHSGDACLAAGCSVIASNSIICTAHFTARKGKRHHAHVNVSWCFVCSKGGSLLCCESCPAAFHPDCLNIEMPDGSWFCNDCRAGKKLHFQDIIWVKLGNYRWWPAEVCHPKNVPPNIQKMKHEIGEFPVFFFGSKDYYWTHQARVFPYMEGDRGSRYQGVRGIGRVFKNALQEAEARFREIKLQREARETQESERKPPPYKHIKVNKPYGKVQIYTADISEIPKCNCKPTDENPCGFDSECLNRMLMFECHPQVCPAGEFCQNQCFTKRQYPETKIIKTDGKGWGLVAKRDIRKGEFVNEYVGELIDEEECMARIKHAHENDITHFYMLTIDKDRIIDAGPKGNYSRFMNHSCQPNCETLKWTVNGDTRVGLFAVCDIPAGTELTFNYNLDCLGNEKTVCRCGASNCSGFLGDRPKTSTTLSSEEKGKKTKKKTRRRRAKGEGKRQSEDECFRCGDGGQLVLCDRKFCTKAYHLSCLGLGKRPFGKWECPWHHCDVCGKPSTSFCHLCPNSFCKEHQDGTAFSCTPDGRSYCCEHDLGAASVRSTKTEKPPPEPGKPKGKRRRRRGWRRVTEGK
Cardiac RTF inh – cardiac RTF calcium desensitization. inhibition, % at 7.15 µM. IANBD-labeled cardiac RTF, Ca2+ fluorescence. hit rate 0.12% among 340,000;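 active = inhibition above the mean inhibition of all tested compounds plus 3 SD, cut at about 17% in these data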;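 also: assay run at fixed EC70 calcium of 1.6 mM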
PfHsp90 yeast 2 – inhibits growth of yeast expressing Plasmodium falciparum Hsp90. inhibition, % at 9.4 µM. AID 504621. hit rate 0.32% among 310,000. S. cerevisiae expressing PfHsp90, BacTiter-Glo ATP, 48 h; yeast lacking PDR1 and PDR3 efflux regulators;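 active = every replicate shows inhibition above about 80%, whatever the replicate mean, limit read from the data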;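 also: 0% = DMSO neutral controls and 100% = 20 µM radicicol positive controls; yeast relying on Plasmodium falciparum Hsp90 in place of its own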
dFosB act – enhances mouse delta FosB homodimer DNA binding; P13346; purified delta FosB, TAMRA-CDK5 oligo fluorescence polarization; percent of positive-control signal above neutral wells; activation, % at 25 µM; hit rate 0.99% among 340,000; AID 493131;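 active = mean activation above about 17%, with every replicate also reaching it, limit read from the data, passing the limit was not always enough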;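 also: fluorescence polarization rise as delta FosB binds a TAMRA Cdk5 AP-1 oligo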
RTF Ca sens act – increases calcium sensitivity of human cardiac regulated thin filaments; hit rate 0.24% among 340,000; P19429+P45379; activation, % at 7.2 µM; IANBD-labeled TnC RTF fluorescence at EC20 calcium; 0% EC20 calcium, 100% full calcium; AID 493008;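 active = activation above the mean over all tested compounds plus 3 SD, cut at about 30% in these data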;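 also: rise in fluorescence read as greater calcium sensitivity of cardiac thin filaments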
LANA DNA inh – blocks KSHV LANA C-terminal domain binding to DNA; inhibition, % at 9 µM; hit rate 0.078% among 340,000; MBP-C-LANA/FAM-LBS DNA binding, fluorescence polarization;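 active = highest replicate inhibition at or above 60% at 9 µM, even if other replicates fall short; inactive = all replicates below 60% inhibition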;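 also: 0% = neutral control wells and 100% = 4 µM acridine orange control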
PvdQ inh – blocks Pseudomonas aeruginosa PvdQ acylase activity; inhibition, % at 10 µM; purified PvdQ acylase, fluorescence plate reader; hit rate 0.063% among 340,000; AID 488965; in the data active = inhibition above about 30%, passing the limit was not always enough;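 also: 0% = vehicle neutral wells and 100% = reference inhibitor wells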
Mot1-301 SUMO – blocks SUMOylation pathway, rescuing yeast Mot1-301 growth; S. cerevisiae Mot1-301 growth rescue, ATP luminescence, 38.5C; percent above DMSO median, 100 means doubled; growth rescue, % at 18.8 µM; AID 2716; hit rate 1% among 320,000;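 active = every valid replicate shows activation above 250% relative to neutral control wells; inactive = the rest, any valid replicate at or below 250%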;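 also: OY570 slx delta 5 strain wells were the positive control but not used for scaling; some compounds called inactive have numbers as strong as hits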
CDK5 inh – CDK5/p35 (human) kinase inhibition; AID 488839; hit rate 0.01% among 330,000; inhibition, % at 10 µM; Recombinant CDK5/p35, ADP-Glo luminescence, 60 min;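 active = highest replicate inhibition of at least 50% and at least 75% of replicates reaching 50%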;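 also: plate controls were DMSO neutral control for no effect and GW8510 at 10 µM for full effect; many of its hits are not listed in these tables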
Rtt109 HAT inh – inhibitors of Candida albicans Rtt109/Vps75 histone acetyltransferase; purified Rtt109/Vps75, ThioGlo CoA-SH fluorescence, 4 h; inhibition, % at 34.9 µM; hit rate 0.16% among 330,000; AID 540336;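 active = inhibition of at least 50% in every replicate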
Keap1 Nrf2 FP – disrupts human Keap1 binding to Nrf2 peptide; Q14145; Keap1 Kelch-Nrf2 peptide fluorescence polarization, 1536-well; inhibition, % at 9.4 µM; hit rate 0.15% among 340,000; AID 504523; in the data active = inhibition above about 12%;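 also: human Keap1 Kelch domain with fluorescein labeled Nrf2 9mer peptide probe; 0% = neutral control wells and 100% = peptide positive control; higher means more block of Keap1 binding to Nrf2 peptide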
Starred values were filed as active, the others as inactive; · = not tested or not shown. This is a random part of the collection. About 3.2% of those tested had a hit in this group.

SMILES | NSD2 inh | Cardiac RTF inh | PfHsp90 yeast 2 | dFosB act | RTF Ca sens act | LANA DNA inh | PvdQ inh | Mot1-301 SUMO | CDK5 inh | Rtt109 HAT inh | Keap1 Nrf2 FP
CCc1nc(SCC(=O)NCc2ccco2)c2c(=O)n(C)c(=O)n(C)c2n1 | · | -7 | -12 | 5 | 0 | 0.8 | 11 | -16 | 1.4 | 3 | -6
CCC(C)n1c(/C=C/c2ccccc2)nc2ccccc21 (centres undefined) | -14 | 5 | -11 | -9 | 2 | -1.5 | -29 | 0 | -3.0 | 15 | -1
CCN(CC(=O)Nc1c(F)cccc1F)C(=O)C1CCN(c2ncnc3sc(C)c(C)c23)CC1 | -1 | 1 | · | -2 | 1 | 1.0 | -7 | 8 | 0.1 | -2 | -3
O=C(NCc1ccccc1Cl)c1cc([N+](=O)[O-])ccc1Cl | -1 | -5 | 6 | 2 | -2 | 0.3 | -9 | · | -2.8 | -3 | -1
CCc1ccc(C(=O)N2CCN(S(=O)(=O)c3sc(C(=O)O)c(C)c3C(=O)O)CC2)cc1 | 5 | -9 | -1 | 4 | -5 | 0.6 | -9 | 6 | -3.4 | 4 | -5
CCOC(=O)c1nn(-c2ccccc2)c(=O)cc1SC1CCCCC1 | -1 | -10 | -42 | -7 | 4 | -0.7 | -9 | · | 1.9 | 1 | -2
O=C(Nc1ccc(Cl)cc1)c1csc(-c2ccccc2)n1 | 15 | -1 | 1 | -16 | -1 | -0.7 | 5 | 19 | 0.3 | 2 | -6
Cc1ccc(CN(C)C(=O)CCc2c[nH]c3ccccc23)o1 | 9 | 0 | -4 | -3 | -2 | 0.4 | -12 | -21 | -1.1 | -1 | 0
O=C(Nc1c(C(=O)N2CCC(N3CCCCC3)CC2)oc2ccccc12)c1c(F)cccc1F | 7 | 0 | 2 | -8 | -5 | -1.0 | -7 | -12 | -0.5 | 5 | 0
COC(=O)c1ccc(CN2CCC(CO)(Cc3ccc(OC)cc3)CC2)cc1 | 1 | -2 | 1 | -10 | 12 | -1.6 | 3 | 121 | -0.1 | · | -2
COc1ccc(OC)c(S(=O)(=O)NCc2cn3c(C)csc3n2)c1 | · | 4 | -11 | 6 | 5 | 2.8 | 1 | 114 | 0.6 | -1 | -4
Cc1ccc(C(=O)Nc2ccccc2N2CCCCC2)cc1[N+](=O)[O-] | 0 | 9 | 6 | -3 | -7 | -0.6 | 12 | 5 | -1.8 | 48 | -1
N#C/C(=C/c1cccn1-c1cccc(C(=O)O)c1)c1ccc(F)cc1 | 24 | -9 | -18 | -11 | -2 | 3.6 | -7 | · | -0.1 | 5 | 1
O=C(OC1CCCCC1)c1ccc(NC(=O)C2CCCCC2)cc1 | 43 | 0 | 1 | -10 | 0 | 3.2 | -8 | 6 | -0.4 | -11 | 0
COc1ccc2[nH]c(=O)c(CN(C(=O)c3cccnc3)c3cc(C)ccc3C)cc2c1 | -2 | 0 | -3 | -9 | 5 | -0.5 | -12 | -6 | -1.3 | 3 | -4
O=C(NCCCCc1ccccc1)C1CCCC1 | -2 | 1 | 7 | 3 | -4 | 101* | 6 | -7 | 2.9 | 9 | -3
COc1ccc(S(=O)(=O)CC(O)CN2CCCC2=O)cc1 (centres undefined) | -2 | -2 | -14 | 4 | 1 | -2.8 | -11 | -4 | -0.9 | -1 | -4
CCOC(=O)c1c(O)cc(C)cc1Nc1ccccc1 | 6 | 2 | 9 | 5 | -4 | -0.7 | 3 | -3 | -1.0 | -11 | 0
COc1ccc(-c2nc(C#N)c(NCCc3ccccc3)o2)cc1OC | 0 | 0 | 14 | -6 | 2 | 1.4 | -7 | -14 | -3.0 | 2 | -6
Cc1ccc(S(=O)(=O)CCC(=O)Nc2nnc(CC(C)C)s2)cc1 | -3 | -13 | · | -1 | -3 | -1.4 | 0 | -7 | 0.8 | -4 | -6
Cc1sc(NC(=O)CSc2nnnn2C(C)C)c(C#N)c1C | 0 | -17 | 6 | -3 | -4 | 0.4 | 3 | -10 | 0.5 | 5 | 3
Cc1sc2nc(CN(C(=O)NCc3ccccc3)C3CCCC3)[nH]c(=O)c2c1C | · | 1 | 36 | -8 | 3 | -1.2 | -7 | -8 | 0.0 | -9 | 0
O=c1ccn(CCc2c[nH]c3ccccc23)c2c1CCCC2 | · | 8 | 23 | 0 | 2 | 0.7 | 5 | -3 | -0.8 | 27 | 0
COc1ccc2ccc3c(c2c1)N=CC1(O3)N(C)c2ccccc2C1(C)C (centres undefined) | 1 | 1 | 20 | 0 | 0 | 1.8 | -3 | · | 2.2 | 3 | -5
Nc1nonc1-n1nnc(C(=O)N/N=C/c2ccncc2)c1CSc1ccccc1 | 5 | -8 | -5 | -6 | 7 | 0.8 | 11 | 9 | -1.0 | 5 | -4

Additional entries:
SMILES | NSD2 inh | Cardiac RTF inh | PfHsp90 yeast 2 | dFosB act | RTF Ca sens act | LANA DNA inh | PvdQ inh | Mot1-301 SUMO | CDK5 inh | Rtt109 HAT inh | Keap1 Nrf2 FP
CC(C)c1ccc(NC2CCCN(C(=O)c3ccccc3-c3ncc[nH]3)C2)cc1 (centres undefined) | 14 | -1 | 14 | -16 | 2 | 2.5 | 0 | -6 | -0.5 | 18 | 0
COc1ccc(CCC(=O)NCCS(=O)(=O)N2CCN(c3ccccc3OC)CC2)cc1 | 2 | -12 | -12 | 0 | 2 | 0.6 | -13 | 2 | -0.5 | 9 | -2
COc1cc(S(=O)(=O)N(Cc2ccco2)C2CCCC2)ccc1-n1cnnn1 | -1 | -3 | -26 | -2 | 1 | -1.5 | 14 | -12 | 1.2 | 9 | 6
COc1cc(-c2n[nH]c(=S)n2C(C)c2ccccc2)cc(OC)c1OC (centres undefined) | 0 | -2 | 10 | -4 | -4 | 0.9 | -16 | -14 | -2.0 | 0 | 2
CCCNC(=O)C1CC(c2ccccc2C(F)(F)F)=NO1 (centres undefined) | · | -16 | -2 | 5 | -4 | -0.2 | 10 | 377 | 0.2 | 5 | 3
CCC1(c2ccc(F)cc2)NC(=O)N(CC(=O)NC2CC2)C1=O (centres undefined) | -1 | 1 | · | -1 | 2 | 0.4 | -9 | · | -0.1 | -3 | -1
O=C(COc1ccccc1Cl)Nc1ccc2c(c1)OCCO2 | 0 | 0 | 9 | 3 | -6 | -1.7 | -6 | 7 | 0.2 | 6 | -2
O=C(NNC(=O)c1ccc(NC(=O)c2ccccc2)cc1)Nc1ccccc1 | 0 | -10 | 3 | 25* | 7 | 3.0 | 8 | -13 | 0.8 | 2 | -3
COc1ccc(-c2cc(C(F)(F)F)nc(SCC(=O)Nc3sc4c(c3C#N)CCC4)n2)cc1 | -1 | -3 | 2 | -2 | 4 | 1.1 | -3 | 10 | 0.8 | 1 | 0
Cc1cccc(C2CC(c3ccccc3)Nc3nc(N)nn32)c1 (centres undefined) | · | 2 | -14 | -5 | 3 | 1.3 | -3 | -7 | 1.5 | -6 | 0
COc1cc(C(C(=O)NC(C)(C)C)N(C(=O)CNC(=O)c2cccs2)c2ccc(C(C)C)cc2)cc(OC)c1OC (centres undefined) | 2 | 2 | -7 | -21 | 6 | -1.9 | -14 | · | 0.9 | 3 | -7
Cc1ccccc1CCN(C(=O)Cn1nnc2ccccc21)C(C(=O)NCC1CCCO1)c1nc2ccccc2n1C (centres undefined) | 0 | -3 | -7 | 0 | -6 | -2.7 | -8 | -21 | -4.6 | -3 | 3
C=CCN(C(=O)CNS(=O)(=O)c1ccccc1)C(C(=O)NCCOC)c1ccncc1 (centres undefined) | 2 | -12 | -20 | -6 | 19 | 0.9 | -14 | · | -0.7 | 6 | -3
Cn1cc(Cl)c(C(=O)Nc2nc3ccccc3s2)n1 | · | -1 | -11 | -8 | -2 | -1.6 | 0 | -3 | -1.3 | -5 | -4
O=C(NCC(=O)N(c1ccccc1)C(C(=O)NC1CCCC1)c1cccnc1)c1cccs1 (centres undefined) | 0 | 9 | -1 | -10 | -3 | -0.3 | 5 | -6 | -1.2 | · | -7
Cc1ccc(S(=O)(=O)N2CCN(CC(=O)N/N=C\c3ccc(Cl)c([N+](=O)[O-])c3)CC2)cc1 | -1 | -4 | 9 | 8 | 5 | 2.1 | -9 | -3 | -2.0 | -1 | -4
Cc1nc2ccc(S(=O)(=O)NCC(=O)N3CCN(c4ccccn4)CC3)cc2s1 | · | -2 | -9 | -2 | 2 | 0.3 | -16 | · | -0.3 | -9 | 5
Cc1ccc(S(=O)(=O)N2CCC(C(=O)NNC(=O)c3cccnc3)CC2)cc1 | 0 | 2 | 1 | -7 | 11 | 5.3 | -2 | -10 | 1.7 | 3 | 2
CCOC(=O)c1c(S(=O)(=O)NCCc2ccco2)c(C)n(C)c1C | 1 | -2 | 11 | -1 | -3 | -2.1 | -19 | -5 | -0.6 | -10 | -3

Structures above that have a furan ring, fused or not:
SMILES | NSD2 inh | Cardiac RTF inh | PfHsp90 yeast 2 | dFosB act | RTF Ca sens act | LANA DNA inh | PvdQ inh | Mot1-301 SUMO | CDK5 inh | Rtt109 HAT inh | Keap1 Nrf2 FP
CCc1nc(SCC(=O)NCc2ccco2)c2c(=O)n(C)c(=O)n(C)c2n1 | · | -7 | -12 | 5 | 0 | 0.8 | 11 | -16 | 1.4 | 3 | -6
Cc1ccc(CN(C)C(=O)CCc2c[nH]c3ccccc23)o1 | 9 | 0 | -4 | -3 | -2 | 0.4 | -12 | -21 | -1.1 | -1 | 0
O=C(Nc1c(C(=O)N2CCC(N3CCCCC3)CC2)oc2ccccc12)c1c(F)cccc1F | 7 | 0 | 2 | -8 | -5 | -1.0 | -7 | -12 | -0.5 | 5 | 0
COc1cc(S(=O)(=O)N(Cc2ccco2)C2CCCC2)ccc1-n1cnnn1 | -1 | -3 | -26 | -2 | 1 | -1.5 | 14 | -12 | 1.2 | 9 | 6
CCOC(=O)c1c(S(=O)(=O)NCCc2ccco2)c(C)n(C)c1C | 1 | -2 | 11 | -1 | -3 | -2.1 | -19 | -5 | -0.6 | -10 | -3

Three structures from above, sorted by SMILES length, high to low:
SMILES | NSD2 inh | Cardiac RTF inh | PfHsp90 yeast 2 | dFosB act | RTF Ca sens act | LANA DNA inh | PvdQ inh | Mot1-301 SUMO | CDK5 inh | Rtt109 HAT inh | Keap1 Nrf2 FP
COc1ccc2ccc3c(c2c1)N=CC1(O3)N(C)c2ccccc2C1(C)C (centres undefined) | 1 | 1 | 20 | 0 | 0 | 1.8 | -3 | · | 2.2 | 3 | -5
N#C/C(=C/c1cccn1-c1cccc(C(=O)O)c1)c1ccc(F)cc1 | 24 | -9 | -18 | -11 | -2 | 3.6 | -7 | · | -0.1 | 5 | 1
O=C(NCc1ccccc1Cl)c1cc([N+](=O)[O-])ccc1Cl | -1 | -5 | 6 | 2 | -2 | 0.3 | -9 | · | -2.8 | -3 | -1

Source: PubChem (several laboratories)
